Bioassay records as filed in PubChem BioAssay.
USP1-UAF1 inh: USP1/UAF1 (human) deubiquitinase inhibition; recombinant USP1/UAF1, Ub-Rhodamine cleavage fluorescence; Potency, µM (top dose mostly 57.1 µM), inactives show top-dose activity change, negative = inhibition, most hits filed as inhibitors; 390,000 tested, 0.23% active; also: potency is read from the fitted curve at half-maximal effect; % is scaled to controls: 0 for no effect and ±100 for the full control effect; nearly all actives have a fitted effect of over 60% in size; inactives centre near -12
Target sequence (O94782 whole entry, looked up): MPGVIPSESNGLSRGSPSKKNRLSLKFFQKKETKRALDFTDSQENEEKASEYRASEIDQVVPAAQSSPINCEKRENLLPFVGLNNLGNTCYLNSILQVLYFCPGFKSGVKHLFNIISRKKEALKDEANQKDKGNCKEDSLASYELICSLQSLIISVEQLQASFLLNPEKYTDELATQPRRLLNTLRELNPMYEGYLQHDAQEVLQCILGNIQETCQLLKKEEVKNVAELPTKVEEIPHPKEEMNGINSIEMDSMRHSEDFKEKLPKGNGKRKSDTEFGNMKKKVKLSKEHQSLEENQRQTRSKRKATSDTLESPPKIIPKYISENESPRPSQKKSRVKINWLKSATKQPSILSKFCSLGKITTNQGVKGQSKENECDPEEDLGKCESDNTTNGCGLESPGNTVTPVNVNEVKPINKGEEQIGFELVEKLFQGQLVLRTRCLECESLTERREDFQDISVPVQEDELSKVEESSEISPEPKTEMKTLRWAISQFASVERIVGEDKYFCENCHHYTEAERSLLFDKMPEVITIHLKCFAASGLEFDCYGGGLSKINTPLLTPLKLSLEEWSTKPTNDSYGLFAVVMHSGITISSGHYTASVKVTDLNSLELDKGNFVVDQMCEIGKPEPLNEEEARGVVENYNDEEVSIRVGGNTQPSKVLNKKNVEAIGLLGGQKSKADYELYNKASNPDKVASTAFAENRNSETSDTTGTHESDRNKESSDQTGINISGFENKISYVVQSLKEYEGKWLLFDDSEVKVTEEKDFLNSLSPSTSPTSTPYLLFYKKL
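USP1/UAF1 complex at 1 nM was preincubated with compound for 15 min at room temperature, then Ub-Rho substrate (150nM final) was added. Fluorescence (480/540 nm) was read kinetically, 6 reads every 60 seconds.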
PI4K2A inh: PI4K2A (human) kinase inhibition | purified PI4K2A, ADP-Glo luminescence, 1 h; stronger effect = lower value | activity change, negative = inhibition, % at 76.9 µM | 420,000 tested, 0.13% active | AID 1346378; in the data active = activity change below about -50%; inconclusive = mostly about -30% to -49%;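 also: -100% = wells without enzyme as full effect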
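Compounds are screened against recombinant PI4K2A using PI as substrate and ATP, the latter dispensed at 300 microM. Reactions run one hour at ambient temperature before ADP-Glo detection; full inhibition defined by wells lacking enzyme.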
mIDH1 inhibitor: blocks human mutant IDH1 R132H enzyme | O75874 | IDH1-R132H enzyme, NADPH consumption, diaphorase/resazurin fluorescence | Potency, µM (series often up to 76.6 µM), for the others: at the top dose activity change, negative = inhibition, most hits filed as inhibitors | 390,000 tested, 0.093% active | AID 602179; also: potency is read from the fitted curve at half-maximal effect; % is scaled to controls: 0 for no effect and ±100 for the full control effect; nearly all actives have a fitted effect of over 65% in size
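IDH1-R132H (0.5 ug/mL) preincubated 30 min with compound, then NADPH (0.016 mM) and alpha-KG (2 mM) added; 80 min at RT, pH 7.5. Remaining NADPH coupled via diaphorase/resazurin to fluorescence (540/590 nm); concentration-response curves normalized to no-enzyme control.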
PGK inhibitor: T. brucei PGK inhibition; Potency, µM (doses to about 57.5 µM), for inactives: top-dose activity change, negative = inhibition, usual class: inhibitors; 380,000 tested, 0.043% active; PGK/GAPDH coupled, Kinase-Glo luminescence, 60 min; P07378; also: potency is read from the fitted curve at half-maximal effect; % is scaled to controls: 0 for no effect and ±100 for the full control effect; nearly all actives have a fitted effect of over 60% in size
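Recombinant glycosomal PGK reaction used 1,3-bisphosphoglycerate generated in-well by GAPDH (100nM final) in 100mM TEA pH 7.6, 5mM MgCl2, 0.01% Tween-20. After 60 minutes at room temperature, ATP was read by Kinase-Glo Plus luminescence end-point.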
GLS inhibitor: blocks human kidney-isoform glutaminase activity | Potency, µM (series often up to 45.5 µM), inactives show at the highest dose activity change, negative = inhibition, usual class: inhibitors | 410,000 tested, 0.21% active | O94925 | AID 624170 | GLS enzymatic activity, qHTS titration; also: potency is read from the fitted curve at half-maximal effect; % is scaled to controls: 0 for no effect and ±100 for the full control effect
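Human kidney-isoform GLS in 45 mM KH2PO4 pH 8.2, 0.02% Tween-20, with compound, started with 1mM L-Glutamine (added stock). Glutamate oxidase/HRP/Amplex red coupled fluorescence read at start and after 30 min at RT.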
HP1b chromo inh: blocks HP1-beta chromodomain binding to methylated histone tails. P83916. AlphaScreen HP1-beta / biotin-H3K9me3 peptide binding. Potency, µM (highest dose often 114 µM), inactives show at the top dose activity change, negative = inhibition, most hits filed as inhibitors. 390,000 tested, 0.56% active. AID 540317; also: potency is read from the fitted curve at half-maximal effect; nearly all actives have a fitted effect of over 70% in size; inactives centre near 23
Target sequence (P83916 whole entry, looked up): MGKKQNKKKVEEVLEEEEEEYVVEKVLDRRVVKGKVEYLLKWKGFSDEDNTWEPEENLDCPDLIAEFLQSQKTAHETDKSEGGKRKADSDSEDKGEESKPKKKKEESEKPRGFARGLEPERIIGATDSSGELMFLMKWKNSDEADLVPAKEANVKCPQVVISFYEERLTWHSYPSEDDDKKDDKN
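AlphaScreen: HP1-beta (50 nM) preformed 30 min with biotin-H3(1-18)K9me3 peptide (50 nM) in PBS pH 7.4, 0.01% Tween-20. Compound added for 30 min at RT, then streptavidin donor/nickel chelate acceptor beads (10 ug/mL) for 30 min.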
Pin1 inhibitor: inhibitors of human Pin1; 390,000 tested, 0.009% active; Pin1 FP peptide displacement, HiFluor488, 10 min; Potency, µM (highest dose often 115 µM), for inactives: at the highest dose activity, negative = inhibition, usual class: inhibitors; Q13526; active = well fitted inhibition curve with a large enough effect in the polarisation, with a control signal flat, not every such curve was filed as active; inconclusive = small, poorly fitted or top-dose-only effect, or effect the other way, or a change in a side signal; inactive = no such curve, though single readings can be large or run the other way; the % refers to the polarisation; also: potency is read from the fitted curve at half-maximal effect; % is scaled to controls: 0 for no effect and ±100 for the full control effect
rTrxR1 inhibitor: inhibitors of rat thioredoxin reductase 1; O89049; recombinant rTrxR1, NADPH fluorescence consumption, selenite substrate; Potency, µM (top dose mostly 114 µM), for the others: at the highest dose activity change, negative = inhibition, hits mostly inhibitors; 390,000 tested, 1% active; also: potency is read from the fitted curve at half-maximal effect; % is scaled to controls: 0 for no effect and ±100 for the full control effect; nearly all actives have a fitted effect of over 65% in size
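Rat TrxR1 (90 nM in the dispensed reagent) was pre-reduced with 400 uM NADPH for 5 min at room temperature, then incubated with compound for 15 min. After 400 uM selenite was added, NADPH fluorescence (Ex 340/Em 450 nm) was followed for 8 min.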
TrxR1 substrate: is turned over as a substrate by rat TrxR1 | AID 588456 | 390,000 tested, 0.01% active | purified TrxR1 substrate turnover, NADPH consumption readout | O89049 | Potency, µM (doses to about 114 µM), inactives show at the highest dose activity change, negative = substrate turnover; also: potency is read from the fitted curve at half-maximal effect; % is scaled to controls: 0 for no effect and ±100 for the full control effect; nearly all actives have a fitted effect of over 50% in size
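Rat TrxR1, dispensed at 90 nM, was prereduced with 400 uM NADPH (final) for 5 min at ~22 deg C, then incubated with compound 15 min before 400 uM selenite. A first-read NADPH fluorescence drop versus no-compound background flagged substrates.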
* hit, by the source's call; i = inactive; ? = inconclusive; . = not tested or not shown; & = joins results of further samples; [ ] = another dose, or the depositor's remark. Unless noted, calls follow the shape of the dose curve; as a rule, active = well fitted curve in the direction sought with a large enough effect; inconclusive = small, poorly fitted or top-dose-only effect, or another doubt; inactive = no such curve, though single readings can be large; an effect the other way counts as inactive or inconclusive.

Second line of a record: USP1-UAF1 inh | PI4K2A inh | mIDH1 inhibitor | PGK inhibitor | GLS inhibitor | HP1b chromo inh | Pin1 inhibitor | rTrxR1 inhibitor | TrxR1 substrate
CC1Cc2ccccc2N1S(=O)(=O)c1cnc[nH]1 (centres undefined)
 : -12% | 4 | 6% | -2% | 2% | 36%[activator] | -5% | 3% | 0%
O=C(/C=C/c1cccs1)c1ccc([N+](=O)[O-])cc1
 : -21% | 9 | 7% | -2% | -7% | 0% | -2% | 12% | -2%
CN(C)CCN(C(=O)c1ccc(S(=O)(=O)N(C)CC2CCCO2)cc1)c1nc2cc3c(cc2s1)OCO3 (centres undefined)
 : -2% | 2 | 12% | 0% | 6% | -12% | -5% | -20% | -15%
CCOc1ccc(-n2nc3ccc(NC(=O)c4ccc5c(c4)OCCO5)cc3n2)cc1
 : -5% | 1 | -2% | -8% | 8% | 12% | 2% | 30% | 65%[activator]
COCCN1CCc2nc(SCC(=O)Nc3ccc(Br)cc3)[nH]c(=O)c2C1
 : -10% | 1 | -30% | -1% | -8% | 34% | -1% | 18% | 8%
CC(Sc1nnc(-c2ccncc2)n1C)C(=O)NCC1CCCO1 (centres undefined)
 : 3% | 0 | -3% | 3% | -4% | 43%[activator] | 5% | 7% | -2%
Cc1noc(/C=C/NCc2cccnc2)c1S(=O)(=O)N(C)CC(=O)N1CCc2ccccc21
 : -14% | -4 | -15% | -1% | 6% | 18% | 4% | 22%[57.1 µM] | -1%[57.1 µM]
Cc1ccc(-c2cc(C(=O)NCC3CCCO3)no2)cc1 (centres undefined)
 : -10% | -3 | 7% | i | 1% | 16% | -6% | 20%[57.1 µM] | 17%[57.1 µM]
COc1ccc(-c2cc3nc(C)cc(N4CCN(C(=O)c5cccnc5)CC4)n3n2)cc1
 : 0% | -11 | -2% | 6% | 2% | . | . | . | .
COc1ccccc1NC(=O)C1CCCN1C(=O)Nc1ccc(F)cc1 (centres undefined)
 : -15% | 7 | 0% | -6% | 9% | -3% | -6% | 15% | 2%
C=CCn1c(SCC(=O)Nc2cccc(C(=O)OC)c2)nnc1C(C)NC(=O)c1cccs1 (centres undefined)
 : -8% | 4 | 4% | -3% | 15% | 17% | 1% | 25% | 9%
COc1ccc2cc(-c3csc(-c4cccnc4)n3)ccc2c1
 : -19% | -5 | 5% | i | 7% | 18% | 10% | 11%[57.1 µM] | 11%[57.1 µM]
COc1ccc(Nc2nc(N3CCCC3)nc(N3CCCC3)n2)c(OC)c1
 : -11% | 1 | -5% | 2% | 17% | 24% | 0% | 12% | 9%[57.1 µM]
Cc1c(Cl)cnc(NC(=O)COC(=O)c2cccc(S(=O)(=O)N3c4ccccc4CC3C)c2)c1Cl (centres undefined)
 : -3% | 3 | -3% | 7% | -5% | 2% | 6% | 5% | -2%
Cc1cc(C)cc(N(CC(=O)NCc2ccco2)C(=O)c2snc(C(N)=O)c2N)c1
 : -34% | -2 | -1% | -1% | 11% | 2% | 4% | 0% | 18%
Cc1cccc(NS(=O)(=O)c2ccc(C(=O)N3CCCC3)cc2)c1C
 : -8% | -4 | 0% | i | -3% | -12% | -6% | 25%[57.1 µM] | 8%[57.1 µM]
CCOC(=O)CCNC(=O)Nc1ccc2nc(C)n(Cc3cccc(Cl)c3)c(=O)c2c1
 : -7% | 1 | -1% | -3% | 10% | 22% | 1% | 9% | 13%
COc1ccc(S(=O)(=O)N2CCN(C/C=C/c3ccccc3)CC2)cc1NC(C)=O
 : -18% | -4 | 15% | -7% | 10% | 22% | -3% | 3% | -4%
Nc1ccccc1S(=O)(=O)NCCCCc1ccccc1
 : -6% | -2 | 11% | . | 11% | 46%[activator] | 1% | 3% | -10%
O=C(C1=C[C@H](C2CCCCC2)C[C@H](OCCCCO)O1)N1CCOCC1
 : -16% | -2 | -9% | 1% | 6% | 24% | -1% | 0% | 4%
COc1ccc(Cl)cc1NC(=O)CN(C)C(=O)CCCNC(=O)c1ccc(Cl)cc1
 : -24% | -2 | 13% | i | 0% | 25% | 2% | 15% | 2%
CCOC(=O)c1c(C)oc2c1C(=O)c1ccccc1C2=O
 : ? | 3 | -6% | i | 4% | -3% | 0% | 10% | -11%
Cc1ccc(N2C(=O)c3oc4ccccc4c(=O)c3C2c2cccc(O)c2)nc1 (centres undefined)
 : -7% | 0 | -1% | -15% | 6% | -4% | 2% | 15%[57.1 µM] | 14%[57.1 µM]
CCOC(=O)n1c(=O)n(Cc2ccc(OC)cc2)c2ccccc21
 : -20% | -1 | 4% | i | -5% | 15% | -2% | 13%[57.1 µM] | 11%[57.1 µM]
NS(=O)(=O)c1ccc(NC(=O)c2ccc(OCC3CCCO3)cc2)cc1 (centres undefined)
 : -14% | -1 | 5% | 1% | 5% | 22%[57 µM] | 10% | -3%[2.29 µM] | -2%[2.29 µM]
COc1ccc(C(=O)N2CCCC2)cc1S(=O)(=O)N1CCOCC1
 : 2% | 7 | -3% | 0% | 0% | 22% | -3% | 3% | 4%
O=C(O)CCN1C(=O)/C(=C\c2ccc(OCc3ccccc3)c(OCc3ccccc3)c2)SC1=S
 : -26% | 5 | 17% | -9% | ? | ? | ? | 2% | -14%
CNC(=O)c1cc(C)c(-c2ccccc2)s1
 : 3% | -3 | 9% | -5% | 3% | 14% | 3% | -24% | 18%
CCCN(c1ccccc1F)S(=O)(=O)c1ccc2c(c1)C(C)(C)C(=O)N2C
 : -14% | 1 | 0% | -3% | -2% | 0% | 4% | 9%[57.1 µM] | 2%[57.1 µM]
Cc1cc(C(=O)NCCC2=CCCCC2)c(C)o1
 : -4% | 1 | 5% | -7% | -1% | 16% | -14% | 32µM* | -7%
O=C(Nc1ccc(C(=O)O)cc1)/C(=C\C=C\c1ccccc1)NC(=O)c1cccc(Br)c1
 : -18% | -8 | -1% | -3% | -1% | 7% | . | -1%[57.1 µM] | -2%[57.1 µM]
CCn1c(CNC(=O)c2ccc(OC)cc2)nnc1SCC(=O)Nc1cc(C)ccc1C
 : -4% | -1 | -3% | 8% | 4% | 17% | 2% | -9% | -8%
Cc1ccc(-c2csc(NC(=O)c3ccccc3Cl)c2C(=O)O)cc1
 : -32% | 0 | 24% | -4% | 13% | 19% | -3% | 8% | 0%
CC12CCC=CC1C(c1cccc(Br)c1)N(Cc1ccccc1)C2=O (centres undefined)
 : . | . | . | . | . | 31% | -2% | ? | -7%
COc1cccc(N2CCN(C(=O)c3cc(-c4ccc(F)cc4)[nH]c3C)CC2)c1
 : -11% | 3 | 4% | -4% | -4% | ? | 10% | 14%[57.1 µM] | 5%[57.1 µM]
COc1ccc(C(=O)NC2CCCN(Cc3ccc(Cl)cc3)C2)c(OC)c1 (centres undefined)
 : -21% | 6 | -7% | -5% | -4% | 28% | 1% | -1% | -7%
COCCNC(=O)C(=O)NCC(c1ccc2c(c1)OCO2)N1CCN(c2ccc(F)cc2)CC1 (centres undefined)
 : -22% | -4 | 2% | i | 13% | 5% | -9% | -3% | -8%
CN(C(=O)CC1C(=O)NCCN1Cc1ccc(F)c(F)c1)C1CCCCC1 (centres undefined)
 : -6% | 3 | -3% | 3% | 5% | 18% | 0% | ? | 14%
COc1cc(-c2nnc(SCC(=O)Nc3ccc(F)c(Cl)c3)o2)cc(OC)c1OC
 : -26% | -3 | 9% | -2% | -19% | 26% | 1% | 3% | 2%
CC(=O)/C=C(/C)NC(Cc1c[nH]c2ccccc12)C(=O)O (centres undefined)
 : -2%&-21% | 0&-5 | -1%&4% | 3%&-9% | 45%&18%[activator] | 6%&-3% | 0%&3% | -2% | -4%
O=C(CSc1nc2ccccc2c(=O)n1-c1ccc(F)cc1F)NC1CCS(=O)(=O)C1 (centres undefined)
 : -15% | 7 | 0% | -2% | 1% | . | . | . | .
Cc1ccc(C)c(S(=O)(=O)N2C(=S)NC(=O)C2C(C)C)c1 (centres undefined)
 : -5% | 3 | 1% | 4% | 18% | ? | 0% | 10%[57.1 µM] | 12%[57.1 µM]
CCOc1ccccc1CNC(=O)CNC(=O)c1cccs1
 : -23% | 3 | 15% | -10% | -10% | 27% | 1% | -6% | -7%
O=C(NCc1ccccn1)C1CCCN(S(=O)(=O)c2cc(Cl)ccc2Cl)C1 (centres undefined)
 : -12% | -2 | 29% | -1% | 9% | 7%[57 µM] | 1% | 8% | 0%
COc1ccc(C2CC(c3ccc(Cl)cc3)=NN2c2ccc(S(N)(=O)=O)cc2)cc1 (centres undefined)
 : -25% | -2 | -9% | 7% | 0% | ? | 9% | -76% | 543%[activator]
O=C(NCCCN1CCOCC1)/C(=C/c1ccc(-c2cccc([N+](=O)[O-])c2)o1)NC(=O)c1ccccc1
 : -27% | 2 | 1% | -6% | 7% | . | . | . | .
CC(C)(C)C(=O)Nc1ccc(C(=O)NNC(=O)Cc2ccccc2)cc1
 : -12% | -12 | 1% | 1% | -9% | 15% | -4% | 11% | 5%
Cc1cc(C)n(/N=C\c2c(O)ccc3ccccc23)c(=O)c1C(N)=O
 : -12% | -5 | 19% | -10% | 10% | 19% | -2% | -3% | -11%
CCc1ccc(-c2nc(CS(=O)CC(=O)NCCCN3CCC(C)CC3)c(C)o2)cc1 (centres undefined)
 : -24% | -4 | 0% | -6% | 4% | 23% | 2% | ? | 4%
Cc1c(NC(=O)c2cc(-c3ccccc3)nc3ccccc23)c(=O)n(-c2ccccc2)n1C
 : -17% | -1 | 9% | -9% | -2% | 30% | -7% | -9% | -6%

Not all compounds are listed (hit frequency here may not be typical).
